TRPC4 potent: TRPC4 (mouse) allosteric potentiation | 310,000 compounds, 0.42% hits | HEK293 TRPC4beta/mu-opioid, DAMGO EC20, Fluo-4 Ca2+ flux; active compounds read high | B-score at 10 µM;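 active means B-score of calcium response area above 5 SD of library B-scores, with initial fluorescence ratio within 5 SD of library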;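 further: B-score of integrated fluorescence ratio over time as area under calcium response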
TRPC4 block: TRPC4 (mouse) channel inhibition; Q9QUQ5; HEK293 TRPC4beta/mu-opioid, DAMGO-evoked Fluo4 calcium flux; active compounds read low; B-score at 10 µM; 300,000 compounds, 0.39% hits; AID 2247;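 active means B-score over 3 SD under the library average, no early fluorescence shift, positive overall ratio signal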
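Material: HEK293 cells with stable TRPC4beta plus mu-opioid receptor expression / Probe or stimulus: DAMGO in two steps, submaximal then maximal / Compound: single concentration per test compound / Technique: kinetic Fluo4 fluorescence imaging of calcium influx / Read-out: per-well B score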
ANO1 activ: activates or potentiates the mouse TMEM16A chloride channel; HEK293 TMEM16A/YFP-H148Q/I152L, iodide quench fluorescence; active compounds read low; B-score at 10 µM; 340,000 compounds, 0.3% hits;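 active means fluorescence-ratio B-score plate-corrected deviation score at least 3 library SD below zero, with starting fluorescence score within 5 deviations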;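 further: channel opened by trigger with iodide after compound preincubation; score built on the fluorescence ratio of max minus min over baseline; more negative score means more quench and so TMEM16A activation or potentiation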
RGS4 block: human RGS4 inhibition. P49798. HEK293 M3R/RGS4 inducible, Fluo-4 calcium flux; active compounds read high; triggered by carbachol at its EC20. B-score at 10 µM. 310,000 compounds, 0.45% hits;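 active means B-score, a plate-corrected calcium signal, over three deviations above library mean, with baseline fluorescence within five deviations of library mean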;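 further: RGS4 expression induced by doxycycline in cells with stable M3 receptor; B-score is computed from the integrated fluorescence ratio over baseline after carbachol; higher B-score means a larger calcium signal and so more RGS4 inhibition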
Target sequence (P49798 whole entry, looked up): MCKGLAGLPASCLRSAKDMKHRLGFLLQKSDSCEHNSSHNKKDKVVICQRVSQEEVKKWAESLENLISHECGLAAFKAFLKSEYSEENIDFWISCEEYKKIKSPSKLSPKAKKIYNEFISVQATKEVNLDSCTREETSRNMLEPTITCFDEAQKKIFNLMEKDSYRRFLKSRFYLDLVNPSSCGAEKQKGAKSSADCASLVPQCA
MrgX1 ag: activates human MrgX1 receptor signaling | MrgX1-HEK293 cells, Fluo-4 calcium fluorescence, agonist mode; active compounds read high | B-score at 10 µM | AID 588627 | 310,000 compounds, 0.44% hits;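 active means calcium response B-score plate-corrected fluorescence ratio at least 3 library SD, with starting fluorescence B-score inside 5 SD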
Target sequence (Q96LB2 whole entry, looked up): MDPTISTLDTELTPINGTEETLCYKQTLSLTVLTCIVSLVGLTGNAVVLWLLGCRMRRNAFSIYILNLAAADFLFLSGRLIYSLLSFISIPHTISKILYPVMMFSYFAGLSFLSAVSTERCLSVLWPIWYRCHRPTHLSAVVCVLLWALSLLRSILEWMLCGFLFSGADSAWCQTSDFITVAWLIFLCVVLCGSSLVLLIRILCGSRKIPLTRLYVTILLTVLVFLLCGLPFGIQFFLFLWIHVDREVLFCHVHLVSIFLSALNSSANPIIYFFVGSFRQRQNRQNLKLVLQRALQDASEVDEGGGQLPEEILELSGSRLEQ
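times = overnight plating, then 30 min 37 °C plus 30 min room-temperature dye loading | assay system = stable human MrgX1 HEK293 cell line | input = fifteen thousand cells per well | signal = kinetic calcium dye fluorescence, Fluo-4 NW | dosing = compound delivered in addition one of three | read-out = B-scored fluorescence response ratio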
TMEM16A inh: blocks the mouse calcium-activated chloride channel TMEM16A. 310,000 compounds, 1.2% hits. Q8BHY3. normalized B-score (activity score, 25-100; higher = stronger inhibition) at 10 µM. HEK293 TMEM16A/YFP iodide influx fluorescence, ionomycin;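 active means ratio plate-corrected score three or more library SD toward inhibition, starting fluorescence score within five deviations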;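 further: score derived from kinetic fluorescence span divided by baseline fluorescence per well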
TRPC4 act: TRPC4 (mouse) channel activation; HEK293 TRPC4beta/mu-opioid, Fluo4 calcium fluorescence; active compounds read high; AID 2237; B-score at 10 µM; Q9QUQ5; 310,000 compounds, 0.49% hits;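 active means B-score above 5 SD of library B-scores, and initial fluorescence ratio not above library mean plus 5 SD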;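 further: positive B-score marks a calcium rise read as TRPC4 activation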
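Assay system: HEK293 stable line with TRPC4beta plus mu-opioid receptor; schedule: 45 min room-temperature Fluo4 loading, 110 s read; technique: kinetic Fluo4 calcium fluorescence; evaluation: integrated baseline-normalised fluorescence ratio, converted to per-well B score; controls: buffer (low) and maximal DAMGO (high)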
TRPC6 act: activates the mouse TRPC6 cation channel; HEK293-TRPC6 membrane potential dye fluorescence; active compounds read high; 310,000 compounds, 0.13% hits; B-score at 10 µM; AID 2550; Q61143;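 active means B-score of the integrated fluorescence ratio above library mean plus 3 SD, and starting fluorescence ratio within library mean plus 5 SD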;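 further: higher score means more depolarization so channel activation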
TRPC6 inhibitor: mouse TRPC6 channel inhibition; Q61143; HEK293-TRPC6, membrane potential dye, ACh-evoked depolarization; active compounds read low; B-score at 10 µM; 310,000 compounds, 1.1% hits;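 active means B-score under library mean minus 3 SD, initial fluorescence not abnormally high, positive integrated signal ratio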;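 further: B-score derived from integrated fluorescence ratio over the kinetic read; more negative B-score means stronger inhibition of depolarization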
MrgX1 PAM: human MrgX1 positive allosteric modulation, primary screen. MrgX1-HEK293, Fluo-4 calcium flux, FDSS; active compounds read high. 310,000 compounds, 0.63% hits. Q96LB2. B-score at 10 µM;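 active means plate-corrected calcium response at least 3 library SD above typical, normal starting fluorescence, not activating the receptor alone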;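 further: compound read alongside a low EC10 to EC30 dose of BAM8-22 agonist; peak minus trough fluorescence over baseline measured at the second addition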
MrgX1 antag: blocks BAM8-22 activation of human MrgX1 receptor; MRGX1-HEK293 calcium flux, Fluo-4, BAM8-22 antagonism; active compounds read low; B-score at 10 µM; 310,000 compounds, 1.3% hits;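 active means calcium-response B-score plate-corrected more than 3 library SD below zero, starting fluorescence within 5 deviations, no agonist response on first addition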;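 further: peak minus trough fluorescence over baseline after final BAM8-22 challenge near maximal dose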
* marks the source's active call; other numbers are inactive results; i = inactive; nt = no result given.

SMILES	TRPC4 potent	TRPC4 block	ANO1 activ	RGS4 block	MrgX1 ag	TMEM16A inh	TRPC4 act	TRPC6 act	TRPC6 inhibitor	MrgX1 PAM	MrgX1 antag
CCOc1cc(C#N)c(NC(=O)CSc2nnnn2-c2ccc(OC)cc2)cc1OCC	i	i	i	i	i	i	i	i	i	i	i
O=C(Nn1c(-c2ccccc2)nc2ccccc2c1=O)c1ccc([N+](=O)[O-])cc1	i	i	i	i	i	i	i	i	i	i	i
O=c1cc(CSc2nnc(C3CC3)n2Cc2ccccc2)nc2sccn12	i	i	i	i	i	i	i	i	i	i	i
COc1ccc(/C(C)=C2/SC(=S)N(CCC(=O)O)C2=O)cc1	i	i	i	i	i	i	i	i	i	i	i
CCc1ccc(-c2nc(SCC(=O)N(CCOC)c3c(N)n(Cc4ccccc4)c(=O)[nH]c3=O)n[nH]2)cc1	i	i	i	i	i	i	i	i	i	i	i
CCC1CCC(C(=O)NNC(=O)c2cc(-c3ccco3)[nH]n2)CC1 (stereo not given)	i	i	i	i	i	i	i	i	i	i	i
CCOc1ccccc1C(=O)Nc1nn[nH]n1	i	i	i	i	i	i	i	i	i	i	i
CC(=O)C1=C(O)C(=O)N(c2ccccn2)C1c1cccc(F)c1 (stereo not given)	i	i	nt	i	i	i	i	i	i	i	i
COc1ccccc1N1CCN(/N=C\c2sccc2C)CC1	i	i	i	i	i	i	i	i	i	i	i
COC(=O)[C@@H](NC(=O)Nc1ccc2c(c1)OCCO2)C(C)C	i	i	i	i	i	i	i	i	i	i	i
Cn1c(N/N=C2\CCCc3ccccc32)nc2c1c(=O)n(Cc1ccccc1)c(=O)n2C	i	i	i	i	i	i	i	i	i	i	i
O=C(NCc1ccc2c(c1)OCO2)c1ccc(CSCc2ccccc2Cl)o1	i	i	i	i	i	i	i	i	i	i	i
CCn1c(C)c(C)c2cc(C(=O)NCCCN3CCCC3)ccc21	i	i	i	i	i	i	i	i	i	i	i
O=c1[nH]nc(Cc2ccc([N+](=O)[O-])cc2)c2ccccc12	i	i	i	i	i	i	i	i	i	i	i
Cc1ccc(C(c2sc3nc(C)nn3c2O)N2CCN(c3ccc(F)cc3)CC2)cc1 (stereo not given)	i	i	i	i	i	i	i	i	i	i	i
O=C(NCCc1ccccc1)c1ccc(CS(=O)(=O)Cc2ccccc2F)o1	i	i	i	i	i	i	i	i	i	i	i
CC(=O)Oc1ccccc1N(C(C)=O)S(=O)(=O)c1ccc2ccccc2c1	i	i	i	i	i	i	i	i	i	i	i
O=C(O)CCCc1nc(-c2ccc(Cl)cc2)no1	i	i	i	i	i	i	i	i	i	i	i
O=C(NCc1ccccc1)c1nnc(CS(=O)(=O)c2ccccc2)o1	i	i	i	i	i	i	i	i	i	i	i
O=S(=O)(NCc1cc(-c2ccc(Cl)cc2)no1)c1ccccc1	i	i	i	i	i	i	i	i	i	i	i
COc1ccc2c(c1)c1ncn(Cc3ccc(F)cc3)c(=O)c1n2C	i	i	i	i	i	i	i	i	i	i	i
Cc1cc(=O)oc2cc(NC(=O)C(C)Oc3ccc(F)cc3)ccc12 (stereo not given)	i	i	i	i	i	i	i	i	i	i	i
CC1=C(C(=O)Nc2cc(C(=O)N3CCN(c4cccc(C)c4C)CC3)ccc2C)SCCO1	i	i	-7.1*	i	i	i	i	i	i	i	i
Cc1nc(NCc2ccccc2)[nH]c(=O)c1CCC(C)C	i	i	i	i	i	i	i	i	i	i	i
CSCC[C@H](NS(=O)(=O)c1ccc(C(C)=O)cc1)c1nnc2ccccn12	i	i	i	i	i	i	i	i	i	i	i
COC(=O)[C@@H](Cc1ccccc1)NC(=O)NCCc1c[nH]c2ccccc12	i	i	i	i	i	i	i	i	i	i	i
COC(=O)C1C(=O)NCC1c1ccc(OC)cc1 (stereo not given)	i	i	i	i	i	i	i	i	i	i	i
O=C(NCC(=O)N1CCCCC1)c1ccc(Cl)cc1Cl	i	i	i	i	i	i	i	i	i	i	i
Cc1ccc(-c2csc(Nc3ccc(C(=O)O)cc3)[n+]2Cc2ccccc2)cc1	i	i	i	i	i	i	i	i	i	9.1*	i
CCNC(=S)N/N=C(\C)c1ccc2ccccc2c1	i	i	nt	i	i	i	i	i	i	i	i
CC(C)(C)C(=O)COC(=O)c1cc(S(=O)(=O)N2CCCCC2)ccc1N1CCOCC1	i	i	i	i	i	i	i	i	i	i	i
N#CCSc1nc(-c2ccccc2)cs1	i	i	i	i	i	i	i	i	i	i	i
CC1(C)Oc2ccc3ccc(=O)oc3c2/C(=N/O)C1=O	i	i	i	i	i	i	i	i	i	i	i
c1cnc2ccc(C(c3nnnn3C3CCCC3)N3CCN4CCCC4C3)cc2c1 (stereo not given)	i	i	i	i	i	i	i	i	i	i	i
CC(=O)c1ccc2c(c1)OCCOCCOCCOCCO2	i	i	i	i	i	i	i	i	i	i	i
O=C(CSc1nnnn1C1CCCCC1)N1CCc2ccccc21	i	i	i	i	i	i	i	i	i	i	i
COC(=O)C(C)(C(=O)OC)c1ccccc1[N+](=O)[O-]	i	i	i	i	i	i	i	i	i	i	i
O=C(Nc1ccc(Cl)cc1)N1CCC(CO)(Cc2ccccc2)CC1	i	i	i	i	i	i	i	i	i	i	i
O=C(NCC(c1cccnc1)N1CCN(c2ccc(F)cc2)CC1)c1cccc(Cl)c1 (stereo not given)	i	nt	i	i	i	i	i	i	i	i	i
COc1cc(CN2CCCCC2C(=O)Nc2ccc(Oc3ccccc3)nc2)ccc1O (stereo not given)	i	i	i	i	i	i	i	i	i	i	i
O=C(/C=C/c1ccc2c(c1)OCO2)Nc1ccc(Cl)cn1	i	i	i	i	i	i	i	i	i	i	i
CCOc1ccc(OCc2cccc(C(=O)O)c2)cc1	i	i	i	i	i	i	i	i	i	i	i
C/C(=N/NC(=O)CNC(=O)c1cccnc1)c1ccco1	i	i	i	i	i	i	i	i	i	i	i
CC1CN(c2ccccc2)NC1=O (stereo not given)	i	i	i	i	i	i	i	i	i	i	i
O=C1/C(=C/c2cccs2)CCC/C1=C\c1cccs1	i	i	i	i	i	i	i	i	i	i	i

Quoted at random: two compounds from above.
SMILES	TRPC4 potent	TRPC4 block	ANO1 activ	RGS4 block	MrgX1 ag	TMEM16A inh	TRPC4 act	TRPC6 act	TRPC6 inhibitor	MrgX1 PAM	MrgX1 antag
O=C(O)CCCc1nc(-c2ccc(Cl)cc2)no1	i	i	i	i	i	i	i	i	i	i	i
O=S(=O)(NCc1cc(-c2ccc(Cl)cc2)no1)c1ccccc1	i	i	i	i	i	i	i	i	i	i	i

Additional entries:
SMILES	TRPC4 potent	TRPC4 block	ANO1 activ	RGS4 block	MrgX1 ag	TMEM16A inh	TRPC4 act	TRPC6 act	TRPC6 inhibitor	MrgX1 PAM	MrgX1 antag
CCOC(=O)c1[nH]c(C=O)c(C(=O)OCC)c1C	i	i	i	i	i	i	i	i	i	i	i
CCOC(=O)c1csc(NC(=O)c2cc(=O)c3ccccc3o2)n1	i	i	i	i	i	i	i	i	i	i	i
Cc1ccc(NC2=C(N3CCCCC3)C(=O)c3ccccc3C2=O)cc1	i	i	i	i	i	i	i	i	i	i	i
Cc1ccc(/C=C/C(=O)c2ccc(N3CCOCC3)cc2)s1	i	i	i	i	i	i	i	i	i	i	i
COc1ccc(NC(=O)N2CCCC2C(=O)NCc2ccc(C)cc2)cc1 (stereo not given)	i	i	i	i	i	i	i	i	i	i	i
CCOc1ccccc1C(=O)N1CCN(c2ccc(C(F)(F)F)cn2)CC1	i	i	i	i	i	i	i	i	i	i	i
Cc1cc(=O)oc2cc(OCC(=O)NCc3ccco3)ccc12	i	i	i	i	i	i	i	i	i	i	i
COc1cc(/C(C#N)=C/c2ccccc2)c([N+](=O)[O-])cc1OC	i	i	i	i	i	i	i	i	i	i	i
N/C(=N\OC(=O)CC(c1ccccc1)c1ccccc1)c1cccnc1	i	i	i	i	i	i	i	i	i	i	i
COc1ccc(C2N(S(=O)(=O)c3ccccc3)CCN2S(=O)(=O)c2ccc(C)cc2)cc1 (stereo not given)	i	i	i	i	i	i	i	i	i	i	i
O=C(O)CCCCCNC(=O)c1ccc(Br)cc1	i	i	i	i	i	i	i	i	i	i	i
C[C@@H](C(=O)NCCc1ccc(F)cc1)N1C(=O)N2CCc3c([nH]c4ccccc34)[C@@]2(C)C1=O	i	i	i	i	i	i	i	i	i	i	i
C=C(C)COc1ccc(-c2nc(N)ncc2-c2ccc(Cl)cc2)c(O)c1	i	i	i	i	i	i	i	i	i	i	i
O=c1c(Cc2ccc(F)cc2)c(O)ccn1CCc1cnc[nH]1	i	i	i	i	i	i	108*	i	i	i	i
O=C(NCC1CCCO1)c1ccc2c3n(nc2c1)-c1ccccc1CO3 (stereo not given)	i	nt	i	i	i	i	i	i	i	i	i
O=C(Nc1ccc(S(=O)(=O)N2CCCCC2)cc1)C1CCN(C(=O)c2ccc(F)cc2)CC1	i	i	i	i	i	i	i	i	i	i	i
Cc1c(OCC(=O)NCC2CCC(C(=O)O)CC2)ccc2c3c(c(=O)oc12)CCC3 (stereo not given)	i	i	i	i	i	i	i	i	i	i	i
O=C1N/C(=C/c2cccn2-c2ccc(F)cc2)C(=O)N1Cc1ccccc1	i	nt	i	i	i	i	i	i	i	i	i
O=C(CSc1nnc(Cn2nnc3ccccc32)o1)N(Cc1ccc(Cl)cc1)c1ccccc1	i	i	i	i	i	100*	i	i	i	i	i
O=C1C(C=NCc2ccncc2)=C(O)c2ccccc21	i	i	i	i	i	i	i	i	i	i	i
CCc1ccc2nc(NC(=O)CSCc3c(C)noc3C)sc2c1	i	i	i	i	i	i	i	i	i	i	i
Fc1ccccc1-c1[nH]ncc1-c1nnnn1-c1ccccc1	i	i	i	i	i	i	i	i	i	i	i
COc1ccc(C(=O)COC(=O)c2cc(S(=O)(=O)N3CCCCC3)ccc2N2CCOCC2)c(OC)c1	i	i	i	i	i	i	i	i	i	i	i
O=C(Nc1ccc(Oc2nnc(-c3ccccc3)c3ccccc23)cc1)c1ccccc1	i	i	i	i	i	i	i	i	i	i	i
CC12CCC(C(=O)Nc3ccc(Br)cn3)(OC1=O)C2(C)C (stereo not given)	i	i	i	i	i	i	i	i	i	i	i

Screening results as filed in PubChem BioAssay.
